Source: PubChem BioAssay
HIV fusion peptide = inhibitors of HIV fusion peptide binding, primary screen, biochemical, uHTS, fluorescence dequenching (AID 1986); inhibition, % at 20 µM; hits with a dose series show IC50 in µM; 290,000 compounds, 0.3% hits; cell-free peptide binding, fluorescence dequenching, 30 min; higher % means a stronger effect; in the data active = inhibition mostly above about 52%, no sharp cut-off; inactive = mostly below about 76%; note: some results filed as inactive read as strong as hits
NTR1 agonist = agonists of NTR1, primary screen, imaging, U2OS cells, beta-arrestin-GFP, high content (AID 493036); NTR1-U2OS beta-arrestin-GFP spot imaging, agonist mode; activation, % at 20 µM; 330,000 compounds, 0.17% hits; P30989;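 active = activation at or above 40% of the spot to cytoplasm intensity ratio, with at least 20 cells analyzed; inconclusive = wells under 20 cells, flagged as cytotoxic or low count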;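 note: 0% = DMSO without peptide and 100% = 100 nM NTR1 peptide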
Target sequence (P30989 whole entry, looked up): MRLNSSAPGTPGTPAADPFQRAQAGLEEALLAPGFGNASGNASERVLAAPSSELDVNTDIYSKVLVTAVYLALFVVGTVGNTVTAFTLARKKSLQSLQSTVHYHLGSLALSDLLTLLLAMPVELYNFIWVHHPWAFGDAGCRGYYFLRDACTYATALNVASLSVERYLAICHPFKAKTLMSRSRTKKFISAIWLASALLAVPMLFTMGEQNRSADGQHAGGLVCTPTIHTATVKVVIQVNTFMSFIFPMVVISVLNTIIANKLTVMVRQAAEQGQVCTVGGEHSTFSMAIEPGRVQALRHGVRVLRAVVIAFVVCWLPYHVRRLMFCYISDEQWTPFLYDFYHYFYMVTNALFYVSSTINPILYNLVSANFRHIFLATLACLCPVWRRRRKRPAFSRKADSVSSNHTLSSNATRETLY
LYP phosphatase = inhibitors of LYP phosphatase, biochemical, fluorescence intensity, uHTS (AID 1779); recombinant LYP phosphatase, fluorescence intensity; higher % means a stronger effect; 290,000 compounds, 0.054% hits; one-dose inhibition, % at 11.5 µM; IC50 in µM for titrated hits; in the data active = inhibition above about 50%;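 note: plate controls were vehicle with enzyme for no effect and no enzyme for full effect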
GPR35 arrestin U2OS = inhibition of zaprinast-stimulated GPR35 beta-arrestin translocation – imaging, U2OS, beta-arrestin-GFP, zaprinast agonist, primary screen (AID 2058) | inhibition, % at 10 µM, or IC50 in µM where a hit was titrated | U2OS GPR35 beta-arrestin-GFP translocation imaging, zaprinast antagonism; higher % means a stronger effect | 290,000 compounds, 0.052% hits;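 active = inhibition of at least 50% with at least 30 cells and total cytoplasm GFP at most 10,000,000; inconclusive = under 30 cells or total GFP of 10,000,000 plus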
Rac1 GTP hydrolysis = MgcRacGAP GTPase-activating activity inhibitors, confirmation, biochemical, ADP Hunter fluorescence. MgcRacGAP-stimulated Rac1 GTP hydrolysis, ADP Hunter fluorescence; higher % means a stronger effect; GST-tagged Rac1 F28L mutant substrate. inhibition, % at 30 µM; hits with a dose series show IC50 in µM. 340,000 compounds, 0.6% hits;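 active = first-screen hits whose inhibition reached a set limit at any dose in the follow-up dose series; inconclusive = inhibition above the set first-screen limit but never retested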;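 note: fluorescence reports GDP produced by GAP-driven GTP hydrolysis; strong numbers were not always called active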
SIAH1 antagonists = Siah-1 peptide-binding antagonists, primary screen, biochemical, fluorescence polarization, rhodamine-plectin, uHTS (AID 1817); Siah-1 / rhodamine-plectin peptide fluorescence polarization; higher % means a stronger effect; displacement, % at 20 µM, or IC50 in µM where a hit was titrated; 290,000 compounds, 0.02% hits;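 active = displacement of at least 50% at 20 µM, with a fluorescence ratio check between 0.3 and a set limit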;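 note: plate controls were Siah plus tracer with DMSO for no effect and tracer alone without Siah for full effect; strong numbers were not always called active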
GPR55 LPI antagonism = GPR55 antagonists blocking LPI-driven arrestin recruitment, primary screen, imaging, U2OS, beta-arrestin-GFP, LPI agonist (AID 2013); U2OS GPR55 beta-arrestin-GFP translocation imaging, LPI antagonism; higher % means a stronger effect; inhibition, % at 10 µM, or IC50 in µM where a hit was titrated; 290,000 compounds, 0.13% hits;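 active = spots per cell inhibited over 60%, with over 100 cells counted and total cytoplasm intensity under 500,000; inconclusive = wells with under 100 cells, flagged as likely toxic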;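 note: U2OS cells stably carrying GPR55 and arrestin-GFP stimulated by 5 µM LPI near EC80; imaged beta-arrestin-GFP aggregate spots per cell after agonist stimulation; plate controls were LPI-stimulated DMSO wells for no effect and DMSO wells without LPI for full effect; some results filed as inactive read as strong as hits; confirmed hits need IC50 under 10 µM and bright autofluorescent wells are also inconclusive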
Salmonella PhoP GFP = PhoP-dependent GFP reporter repression – Salmonella Typhimurium, primary screen (AID 1863); inhibition, % at 50 µM; hits with a dose series show IC50 in µM; S. Typhimurium PhoP-regulated promoter GFP reporter, 4 h; higher % means a stronger effect; 300,000 compounds, 0.16% hits;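 active = inhibition over 29.93%, a cutoff 3 SD above the screen mean, later confirmed by dose response; inconclusive = inhibition over 29.93% but no dose response follow-up; inactive = inhibition at most 29.93% or unconfirmed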;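 note: 0% = low Mg2+ inducing control and 100% = high Mg2+ repressing control; strong numbers were not always called active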
Myeloid diff 2 = promotes myeloid progenitor differentiation; 360,000 compounds, 1% hits; calls only at 10 µM; AID 624256; ER-HoxA9 myeloid progenitors, lysozyme-GFP differentiation, flow cytometry;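 active = normalized GFP-positive differentiation at or above the plate's own cutoff, the solvent-only control mean plus 3 SD; inconclusive = no clear call, values can overlap the other calls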;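 note: cells exposed to compound for four days before flow analysis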
NTR1 agonist cell count 20 µM = also measured in NTR1 agonist; calls as there; cell count; measured here: cell count, cytotoxicity flag
Myeloid diff 2 GFP+ MAC1+ % = further read-out of Myeloid diff 2, marked with its call; GFP+ MAC1+ double positive, %; measured here: differentiation confirmed by MAC1 staining
The depositor's hits bear a star; i = inactive; ? = inconclusive; / = not tested or not shown; + = active, no number.

SMILES	HIV fusion peptide	NTR1 agonist	NTR1 agonist cell count 20 µM	LYP phosphatase	GPR35 arrestin U2OS	Rac1 GTP hydrolysis	SIAH1 antagonists	GPR55 LPI antagonism	Salmonella PhoP GFP	Myeloid diff 2	Myeloid diff 2 GFP+ MAC1+ %
O=Cc1ccc(OCC(=O)N2CCOCC2)cc1	-1.0%	-1.8	73	-10%	3%	7%	-1%	3%	7%	i	0.4
Cc1ccccc1S(=O)(=O)N(CC(O)CN1C(=O)NC(C)(C)C1=O)c1ccccc1 (centres undefined)	-0.6%	-0.6	69	-2%	-7%	14%	1%	-14%	/	i	0.0
COc1ccc(OC)c(NC(=O)C(CCS(C)(=O)=O)NC(C)=O)c1 (centres undefined)	2.1%	-0.5	49	-2%	-4%	3%	-2%	10%	1%	i	2.1
CCCc1n[nH]c(=O)[nH]1	-2.0%	0.2	50	-7%	2%	3%	-4%	-1%	-3%	i	0.2
COc1cccc(CN(C)C(=O)c2ccccc2SCC(=O)N2CCCC2)c1	/	0.6	58	/	/	3%	/	/	-5%	i	0.6
Cc1noc(C)c1COc1ccc(C(=O)OCC(=O)NC(=O)C2COc3ccccc3O2)cc1 (centres undefined)	-1.3%	/	/	-5%	-1%	-10%	0%	14%	-6%	i	1.7
CS(=O)(=O)N(CC(=O)NCc1ccc2c(c1)OCO2)Cc1ccccc1	-0.3%	-1.7	93	-7%	14%	7%	-6%	-3%	10%	i	0.6
COC(=O)CCCC1=CC2=CC(=O)C(C)(OC(=O)c3cccs3)C(=O)C2=CN1CCN1CCOCC1 (centres undefined)	9.1%	3.3	86	-6%	4%	7%	4%	-2%	-6%	i	1.7
O=C(NC1CCCCC1)C(c1ccccc1)N(C(=O)c1csnn1)C1CC1 (centres undefined)	3.4%	0.4	45	-2%	-1%	7%	2%	8%	-5%	i	0.1
COC(=O)C(NNc1ccccc1)(NC(=O)c1ccc(F)cc1)C(F)(F)F (centres undefined)	-5.1%	-1.9	79	-3%	-6%	5%	-2%	12%	6%	i	0.3
CCC(CC)C(=O)c1c[nH]c(C(=O)OC)c1	2.6%	3.2	33	-10%	0%	4%	16%	8%	2%	i	0.2
O=C(CSc1nnnn1C1CCCCC1)N1CCOCC1	-1.5%	-0.3	93	-10%	-2%	6%	-1%	-6%	-8%	i	0.0
CN(C(=O)CCn1c(=S)oc2ccccc21)C1CCCCC1	0.5%	2.4	59	1%	-6%	7%	-1%	18%	-11%	i	0.2
O=C1C=C(Nc2cccc(Cl)c2)CC(c2ccco2)C1 (centres undefined)	6.3%	1.0	42	0%	-5%	-4%	0%	10%	5%	i	5.3
COC(=O)c1ccc(NC(=O)COc2ccc3c(c2)OCO3)cc1	-1.3%	0.5	57	-6%	4%	7%	-7%	-2%	5%	i	0.1
O=C(CC(Nc1ccc(F)cc1)C(=O)O)c1ccccc1 (centres undefined)	-2.1%	-2.1	46	-5%	14%	8%	4%	19%	3%	i	0.8
CCOc1ccccc1C(=O)Nc1ccc2nc3n(c(=O)c2c1)CCCCC3	1.3%	10	51	-6%	6%	7%	5%	0%	-12%	i	2.3
CC(C)(C)c1ccc(C(=O)c2c[nH]c(C(=O)O)c2)cc1	3.1%	-0.3	40	8%	7%	4%	-2%	4%	-9%	i	0.2
COCc1cc(Sc2ccc(OC)cc2)nc(-c2ccccc2)n1	-0.2%	3.5	32	4%	-7%	12%	13%	11%	-3%	i	0.4
COc1ccccc1/C=C/C=N/Nc1cccc(C(=O)O)c1	21%	-1.6	52	0%	-6%	16%	0%	-2%	-2%	i	0.8
Nc1nc(-c2ccc([N+](=O)[O-])cc2)c(C(=O)Nc2ccc(Cl)cc2)s1	0.0%	2.3	54	1%	3%	10%	-3%	12%	-7%	i	0.2
C=CCN(c1ccccc1)S(=O)(=O)c1cccc(C(=O)NCC(c2ccc(F)cc2)N2CCOCC2)c1 (centres undefined)	/	0.5	68	/	/	-3%	/	/	-7%	i	0.8
CCC(C)Oc1ccccc1C1CC(=O)NC2=C1C(=O)CCC2 (centres undefined)	-1.1%	-0.5	55	-4%	3%	0%	4%	-24%	4%	i	1.5
COc1cccc(-c2ccc(C#N)c(SCC(=O)NCCc3ccccc3)n2)c1	1.6%	1.0	35	-6%	-13%	1%	12%	19%	-17%	i	0.7
CC1=C(C(=O)Nc2ccccc2)C(c2sccc2C)n2nnnc2N1 (centres undefined)	-1.0%	/	/	-6%	0%	/	-5%	12%	-2%	/	/

Rewritten with two lines to a compound: part of the list above.
Screens in order – HIV fusion peptide	NTR1 agonist	NTR1 agonist cell count 20 µM	LYP phosphatase	GPR35 arrestin U2OS	Rac1 GTP hydrolysis	SIAH1 antagonists	GPR55 LPI antagonism	Salmonella PhoP GFP	Myeloid diff 2	Myeloid diff 2 GFP+ MAC1+ %
O=Cc1ccc(OCC(=O)N2CCOCC2)cc1
  -1.0%	-1.8	73	-10%	3%	7%	-1%	3%	7%	i	0.4
Cc1noc(C)c1COc1ccc(C(=O)OCC(=O)NC(=O)C2COc3ccccc3O2)cc1 (centres undefined)
  -1.3%	/	/	-5%	-1%	-10%	0%	14%	-6%	i	1.7
CN(C(=O)CCn1c(=S)oc2ccccc21)C1CCCCC1
  0.5%	2.4	59	1%	-6%	7%	-1%	18%	-11%	i	0.2
COc1cccc(CN(C)C(=O)c2ccccc2SCC(=O)N2CCCC2)c1
  /	0.6	58	/	/	3%	/	/	-5%	i	0.6
COC(=O)c1ccc(NC(=O)COc2ccc3c(c2)OCO3)cc1
  -1.3%	0.5	57	-6%	4%	7%	-7%	-2%	5%	i	0.1

Next section:
SMILES	HIV fusion peptide	NTR1 agonist	NTR1 agonist cell count 20 µM	LYP phosphatase	GPR35 arrestin U2OS	Rac1 GTP hydrolysis	SIAH1 antagonists	GPR55 LPI antagonism	Salmonella PhoP GFP	Myeloid diff 2	Myeloid diff 2 GFP+ MAC1+ %
O=C(C1CC1)N1CCc2cc(S(=O)(=O)N3CCCc4ccccc43)ccc21	-2.6%	2.9	81	-1%	9%	-1%	5%	-9%	6%	i	0.2
COc1ccc(CCNC(=O)CSc2nc(C)nc3c2c(=O)n(C)c(=O)n3C)cc1OC	-0.7%	-3.8	58	1%	5%	1%	0%	3%	/	i	1.6
O=C(CSc1nnc(-c2ccncc2)n1Cc1ccco1)OC1CCCCC1	0.8%	1.9	50	-8%	4%	8%	-3%	12%	1%	i	7.2
Cc1cc(C)n2nc(SCCOc3ccc(F)cc3)nc2n1	-0.2%	1.4	33	-2%	-16%	3%	-2%	-6%	-11%	+	2.1*
Cc1ccc(C(=O)N/N=C\c2ccc(-c3ccc(Cl)c(Cl)c3)o2)cn1	-4.3%	5.7	49	1%	34%	-6%	-10%	8%	/	i	0.3
CCN(CC(=O)Nc1c(F)cccc1F)C(=O)C1CC(=O)N(c2ccc3c(c2)OCCO3)C1 (centres undefined)	/	-0.3	67	/	/	6%	/	/	-11%	i	0.5
CC1=C(C(=O)Nc2cccc(C(=O)NC3CCCCC3C)c2)SCCO1 (centres undefined)	-1.4%	1.4	57	-6%	12%	9%	4%	10%	7%	i	4.8
NS(=O)(=O)c1ccc(CCNC(=O)/C=C/c2ccc([N+](=O)[O-])cc2)cc1	4.7%	2.0	29	-3%	-11%	8%	7%	2%	8%	i	0.9
O=[N+]([O-])c1ccc(Oc2cccc(Br)c2)c2ccncc12	-4.7%	8.3	61	-4%	-5%	12%	-2%	2%	5%	i	0.4
CO/N=C/c1cccn1-c1nccc(OC)c1C#N	-1.4%	1.8	29	-3%	-6%	/	-1%	-10%	-3%	i	0.0
CCc1cccc(CC)c1NC(=O)COC(=O)c1cccc(-c2ccc(OC(C)=O)cc2)c1	2.0%	-1.5	67	-4%	-10%	4%	9%	-1%	7%	i	0.6
CSc1nnc(-c2ccc(NC(=O)CCc3ccccc3)cc2)n1C	-3.3%	1.8	69	0%	-15%	1%	0%	0%	1%	i	0.5
Cc1c(C(=O)N(C)CCCCN2CCOCC2)oc2c(F)cccc12	-0.3%	-0.6	55	-7%	-4%	13%	1%	-2%	12%	i	0.2
CC1CC(N(C(=O)c2ccco2)c2ccccc2)c2ccccc2N1C(=O)c1ccco1 (centres undefined)	-2.7%	1.1	87	-1%	-6%	5%	-3%	5.5µM*	3%	i	0.6
CCN(Cc1cnn(C)c1)C(=O)C1CCC(=O)N(CCc2ccc(OC)cc2)C1 (centres undefined)	0.9%	-0.2	53	-2%	9%	5%	2%	8%	0%	i	0.8
O=C(Cn1cnc2cc([N+](=O)[O-])ccc2c1=O)NCCc1ccc(Cl)cc1	-0.4%	0.0	63	-1%	?	6%	2%	2%	-6%	i	0.4
Cc1[nH]ccc(=O)c1OCc1c(F)cccc1Cl	-0.9%	0.7	90	4%	1%	6%	-3%	-8%	-8%	i	0.7
N=c1c2c(ncn1CCCO)Oc1c(ccc3ccccc13)C2c1ccccc1 (centres undefined)	-0.8%	1.2	42	-12%	13%	11%	-10%	45%	0%	i	0.4
CC(C)(Oc1ccc(Cl)cc1)C(=O)NCC1CCCO1 (centres undefined)	/	0.5	63	/	/	6%	/	/	5%	i	0.3
CN(C(=O)c1ccccc1[N+](=O)[O-])c1ccccc1C(=O)NCc1ccccc1	-0.9%	-0.6	83	-5%	12%	5%	7%	22%	-5%	?	/
O=C(O)/C=C\c1cccc(-n2cnnn2)c1	1.0%	3.7	39	-7%	-9%	11%	7%	8%	5%	i	0.3
COc1ccc(OCC(=O)NC2CCCCCCC2)cc1	1.2%	-0.7	52	-16%	3%	4%	0%	-9%	4%	i	0.3
COc1cc(C(=S)N2CCOCC2)cc(OC)c1OS(=O)(=O)c1ccc(Cl)cc1	0.2%	-0.3	61	-4%	0%	8%	12%	-6%	0%	i	0.8
NNC(=O)CN1C(=O)Nc2ccc(Cl)cc2C1c1ccccc1 (centres undefined)	-2.7%	-0.4	95	-8%	0%	5%	6%	5%	3%	i	0.2
O=C(Nc1ccc(N2CCCC2)cc1)c1ccc([N+](=O)[O-])cc1Cl	-1.4%	0.2	88	3%	-9%	5%	-6%	-8%	-7%	i	0.1
